# From PubChem BioAssay
# PAD4 FP inh = blocks human protein arginine deiminase 4 | hit rate 0.41% among 330,000 | AID 485272 | Q9UM07 | recombinant PAD4, RCA probe fluorescence polarization | inhibition, % at 6.36 µM;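 active means percent inhibition above a cutoff equal to the mean of all tested compounds plus 3 SD, cut at about 15% in these data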;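 further: 0% = PAD4 with RCA probe and DMSO and 100% = probe without PAD4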
# Target sequence (Q9UM07 whole entry, looked up): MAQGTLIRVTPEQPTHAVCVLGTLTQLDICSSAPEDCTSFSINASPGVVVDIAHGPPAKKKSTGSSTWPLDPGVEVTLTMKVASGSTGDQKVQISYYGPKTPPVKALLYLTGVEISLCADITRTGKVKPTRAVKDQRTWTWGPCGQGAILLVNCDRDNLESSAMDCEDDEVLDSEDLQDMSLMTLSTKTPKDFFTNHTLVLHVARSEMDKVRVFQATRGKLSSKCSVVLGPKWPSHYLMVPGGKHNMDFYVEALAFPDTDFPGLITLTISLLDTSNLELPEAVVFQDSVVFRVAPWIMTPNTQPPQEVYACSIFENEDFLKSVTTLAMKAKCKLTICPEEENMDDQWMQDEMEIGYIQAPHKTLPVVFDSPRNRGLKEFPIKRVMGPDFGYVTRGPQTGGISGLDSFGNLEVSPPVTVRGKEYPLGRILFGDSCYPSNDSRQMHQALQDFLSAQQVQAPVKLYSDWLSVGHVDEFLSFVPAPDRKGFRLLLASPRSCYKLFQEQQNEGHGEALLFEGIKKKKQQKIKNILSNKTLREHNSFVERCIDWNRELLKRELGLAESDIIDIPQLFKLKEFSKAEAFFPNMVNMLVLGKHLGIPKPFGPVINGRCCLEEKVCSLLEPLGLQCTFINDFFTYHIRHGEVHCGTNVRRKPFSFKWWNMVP
# PAFAH2 inh = inhibitors of human PAFAH2; inhibition, % at 3.39 µM; hit rate 0.99% among 340,000; Q99487; AID 492956; recombinant PAFAH2, FP-rhodamine activity probe, fluorescence polarization;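 active means inhibition above the mean over all tested compounds plus 3 SD, cut at about 30% in these data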;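 further: inhibitors block probe labeling of enzyme so polarization drops; 0% = enzyme with DMSO and 100% = wells lacking PAFAH2 protein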
# PAFAH1B2 inh = blocks human PAF acetylhydrolase 1b catalytic subunit 2. recombinant PAFAH1B2, FP-rhodamine activity probe, fluorescence polarization. inhibition, % at 3.39 µM. hit rate 1.2% among 340,000. AID 492953;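 active means inhibition above the mean of all tested compounds plus 3 SD, cut at about 24% in these data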;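 further: 0% = enzyme with DMSO and 100% = wells lacking PAFAH1B2; many of its hits are not listed in these tables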
# Target sequence (P68402 whole entry, looked up): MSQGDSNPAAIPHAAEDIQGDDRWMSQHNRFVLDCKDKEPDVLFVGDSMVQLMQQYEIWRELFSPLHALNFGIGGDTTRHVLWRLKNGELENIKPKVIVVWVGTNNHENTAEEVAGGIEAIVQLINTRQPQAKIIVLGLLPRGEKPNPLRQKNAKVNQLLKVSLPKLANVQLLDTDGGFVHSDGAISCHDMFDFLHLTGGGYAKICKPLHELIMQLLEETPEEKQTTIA
# LYPLA2 inh = blocks human lysophospholipase 2, a PME1 counter-screen. AID 2177. hit rate 0.38% among 320,000. recombinant LYPLA2, FP-Rh probe fluorescence polarization. O95372. inhibition, % at 5.9 µM;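 active means inhibition above the screen-wide mean plus 3 SD, limit set per campaign, cut at about 26% in these data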;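 further: 0% = LYPLA2 with DMSO and 100% = wells lacking LYPLA2 enzyme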
# PAFAH1B3 FP inh = inhibitors of human PAFAH1B3. Q15102. recombinant PAFAH1B3, FP-rhodamine probe, fluorescence polarization. inhibition, % at 3.39 µM. hit rate 0.28% among 340,000. AID 492972;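 active means inhibition above the screen-wide average of all tested compounds plus 3 SD, cut at about 25% in these data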;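 further: 0% = enzyme with DMSO only and 100% = wells lacking PAFAH1B3 protein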
# GSTO1 counter = blocks human GSTO1 in RBBP9 counter-screen. P78417. inhibition, % at 5.96 µM. hit rate 1.1% among 300,000. recombinant GSTO1, activity-based probe fluorescence polarization;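 active means inhibition above the campaign mean inhibition plus 3 SD, cut at about 35% in these data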;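 further: 0% = GSTO1-1 with DMSO and 100% = wells lacking GSTO1-1 enzyme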
# PREPL inh = inhibitors of human prolyl oligopeptidase-like enzyme PREPL; Q4J6C6; recombinant PREPL, fluorescence polarization activity-based probe; inhibition, % at 5.96 µM; hit rate 0.68% among 320,000; AID 2751; in the data active means inhibition above about 43%;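 further: 0% = enzyme with DMSO and 100% = wells lacking enzyme; many of its hits are not listed in these tables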
# pPAFAH FP inh = pPAFAH (human) enzyme inhibition; recombinant pPAFAH, FP-rhodamine probe fluorescence polarization; hit rate 1.5% among 330,000; inhibition, % at 3.39 µM; Q13093;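 active means inhibition above the mean inhibition across the screen plus 3 SD, cut at about 25% in these data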;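 further: inhibitors block binding of the rhodamine activity-based probe so polarization drops; 0% = enzyme with DMSO and 100% = wells lacking pPAFAH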
# LYPLA1 inh = blocks human lysophospholipase 1, a PME1 counter-screen; hit rate 0.16% among 320,000; AID 2174; recombinant LYPLA1, FP-Rh probe fluorescence polarization; O75608; inhibition, % at 5.9 µM;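 active means inhibition above the mean of all tested compounds plus 3 SD, set per campaign, cut at about 14% in these data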;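 further: inhibitors block serine hydrolase probe labeling of LYPLA1 so polarization falls; 0% = enzyme with DMSO and 100% = wells lacking LYPLA1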
# The depositor's hits bear a star; . = not tested or not shown.
SMILES,PAD4 FP inh,PAFAH2 inh,PAFAH1B2 inh,LYPLA2 inh,PAFAH1B3 FP inh,GSTO1 counter,PREPL inh,pPAFAH FP inh,LYPLA1 inh
CN(C)c1ccc(CN2CCCC(O)C2)cc1 (configuration not stated),-4,9,3,2,5,5,4,-1,2
CC(=O)OC(C)(C)C1Cc2cc3ccc(=O)oc3cc2O1 (configuration not stated),-2,9,-4,6,10,-2,3,4,2
Nc1nc(SCc2nc(-c3ccccc3)no2)[nH]c(=O)c1-c1ccccc1,0,-5,2,-5,4,6,11,3,-3
CCCCCCc1ccc(N2C[C@H](CCCCC)[C@@H](CC(=O)NCc3ccccc3)C2=O)cc1,-2,1,-1,-4,-2,1,1,7,0
COc1cc(NC(=O)c2ccco2)c(C(=O)OCC(=O)Nc2ncc(Cl)cc2Cl)cc1OC,1,7,1,-11,-4,-2,11,-7,-5
Cc1cc(/C=N/NC(=O)c2cccs2)c(C)n1-c1ccccc1,-5,-3,9,-8,-4,-8,2,5,-5
CCN(CC)CCN(C(=O)Cn1nnc(-c2ccc(C)o2)n1)C(C(=O)NC(C)(C)C)c1cccs1 (configuration not stated),0,-2,5,-2,2,1,20,-1,0
CN(C)S(=O)(=O)N1CCC(Cc2ccccc2)CC1,0,-2,-1,6,7,-2,0,1,0
COCc1cc(=O)[nH]c(SCCS(=O)(=O)c2ccc(C)cc2)n1,2,0,8,0,1,-1,-4,-3,-1
Cc1ccccc1C(=O)NCCNC(=O)c1cnccn1,3,1,3,8,7,5,-5,3,1
Nc1cccc2c(=O)c3ccccc3[nH]c12,-1,-1,2,-3,13,29,13,41*,-9
CCCc1cc(=O)oc2cc(O[C@@H]3O[C@H](CO)[C@@H](O)[C@H](O)[C@H]3O)ccc12,-7,-6,8,0,10,0,-2,-10,-1
Cc1ccc2c(c1)N(CC(=O)N1CCCC(C)C1)C(=O)CO2 (configuration not stated),0,-7,7,-4,2,10,7,-5,2
O=C(CN1C(=O)NC2(CCCCCC2)C1=O)c1ccccc1,-4,-2,-3,-1,3,6,1,5,0
CCC(Sc1nc2ccccc2c(=O)n1CCN1CCOCC1)C(=O)NCc1cccnc1 (configuration not stated),2,-1,1,-3,1,2,-1,3,3
COc1cc(C(=O)N2CCN(c3ccccc3)CC2)c([N+](=O)[O-])cc1OC,-5,-6,4,-2,8,2,6,6,-4
Cc1cc(C(=O)COC(=O)c2csc3c2CCCC3)c(C)n1C,2,-2,-3,-7,-2,-2,1,-4,0
CCSC1=NCCN1S(=O)(=O)c1ccc(NC(C)=O)cc1,6,7,2,-1,3,9,5,5,-1
CCOC(=O)CSc1ncnc2c1cnn2-c1ccccc1,-5,9,3,-5,6,12,10,-2,-4
CCC(CC)C(=O)Nc1cccc(/C(C)=N/NC(=O)c2ccccc2Cl)c1,4,-4,7,1,-5,0,0,-1,1
CC1CCN(CC(=O)Nc2sc3c(c2C#N)CCC3)CC1,-3,0,6,2,18,8,13,-1,-2
CC(C)CNC(=O)C(=O)NCCC1CCCCN1S(=O)(=O)c1cccs1 (configuration not stated),1,7,6,1,3,9,4,0,-3
CN1C(=O)/C(=C2\SC(=S)N(NC(=O)c3cccnc3)C2=O)c2ccccc21,-4,2,2,-1,8,4,4,-1,0
COc1cc(C)ccc1OCCOc1c(C)cccc1Cl,-4,3,6,-1,2,-5,3,5,-1
C/C(=C\C(=O)c1ccncc1)Nc1ccccc1O,10,-2,5,5,9,21,21,6,3
Cc1ccc(S(=O)(=O)N2CCOCC2)cc1C(=O)NC(=S)N1CC(C)OC(C)C1 (configuration not stated),-1,1,2,0,2,2,-10,0,-1
Cc1ccc(NC(=O)c2oc3ccccc3c2NC(=O)C2CCCO2)cc1C (configuration not stated),-2,-3,-3,-10,-1,-12,7,-14,-10
Fc1ccc(Nc2ncnc3sc4c(c23)CCC4)cc1F,3,4,8,-5,8,0,4,10,-2
CC(C)C(=O)Nc1nnn(C)n1,-2,4,2,3,3,4,9,-3,-1
CC(=O)Nc1ccc(Oc2ccc3c(c2)C(=O)NC3=O)cc1,-3,-6,2,6,8,2,-4,0,1

# In another format: entries from further up.
> C/C(=C\C(=O)c1ccncc1)Nc1ccccc1O
  PAD4 FP inh: 10
  PAFAH2 inh: -2
  PAFAH1B2 inh: 5
  LYPLA2 inh: 5
  PAFAH1B3 FP inh: 9
  GSTO1 counter: 21
  PREPL inh: 21
  pPAFAH FP inh: 6
  LYPLA1 inh: 3

> Cc1ccc(S(=O)(=O)N2CCOCC2)cc1C(=O)NC(=S)N1CC(C)OC(C)C1 (configuration not stated)
  PAD4 FP inh: -1
  PAFAH2 inh: 1
  PAFAH1B2 inh: 2
  LYPLA2 inh: 0
  PAFAH1B3 FP inh: 2
  GSTO1 counter: 2
  PREPL inh: -10
  pPAFAH FP inh: 0
  LYPLA1 inh: -1

> Cc1ccc(NC(=O)c2oc3ccccc3c2NC(=O)C2CCCO2)cc1C (configuration not stated)
  PAD4 FP inh: -2
  PAFAH2 inh: -3
  PAFAH1B2 inh: -3
  LYPLA2 inh: -10
  PAFAH1B3 FP inh: -1
  GSTO1 counter: -12
  PREPL inh: 7
  pPAFAH FP inh: -14
  LYPLA1 inh: -10

# Going on with the list:
SMILES,PAD4 FP inh,PAFAH2 inh,PAFAH1B2 inh,LYPLA2 inh,PAFAH1B3 FP inh,GSTO1 counter,PREPL inh,pPAFAH FP inh,LYPLA1 inh
CC(C(=O)OCC(=O)c1ccc([N+](=O)[O-])cc1)N1C(=O)C2C3CCC(C3)C2C1=O (configuration not stated),-6,-3,8,4,11,9,0,0,2
CN(C)C(/C=C/Nc1ccc(O)cc1)=C(C#N)C#N,-9,5,-1,-1,7,24,4,10,-3
Cc1ccc(CN(Cc2ccco2)C(=S)NCC(=O)NCc2cccnc2)cc1,-4,6,3,1,5,15,0,6,-1
CCOc1ccc(NC(=O)CN(C)C(=O)COc2cccc3c2OC(C)(C)C3)cc1OCC,-4,-3,1,3,1,.,3,-2,-2
CCOC(=O)c1[nH]c(Cc2[nH]c(C(=O)OCC)c(C)c2CCC(=O)OC)c(CCC(=O)OC)c1C,0,-6,4,1,-1,10,-13,5,-5
O=C(CSc1nnc(Cc2ccccc2)o1)NCCc1ccccc1,0,7,3,0,7,-4,-11,5,0
CCN1CCN(Cc2ccc(NC(=O)c3ccc(C)c(NC(=O)c4ccnnc4)c3)cc2C(F)(F)F)CC1,3,-5,-1,-4,0,1,18,2,-1
O=C(Cc1cccs1)Nc1ccccc1C(=O)O,-2,-4,2,4,-4,2,23,-4,2
COc1ccc(S(=O)(=O)N2CCN(CCOc3ccc(Br)cc3)CC2)cc1OC,-1,6,3,8,12,.,11,1,-2
O=C(Nc1ccc(N2CCOCC2)c(Cl)c1)C1CCCCC1,0,2,3,-6,8,0,5,-6,-6
COc1ccc(OC)c(NC(=O)[C@H]2CC=CC[C@H]2C(=O)O)c1,2,4,3,0,9,3,4,4,1
Cc1cccc(N(CC(=O)NCc2ccco2)C(=O)CCC(=O)Nc2ccccn2)c1C,-9,6,5,2,-3,0,-14,3,3
Cc1ccc(CNC(=O)COC(=O)CN2C(=O)C3CC=CCC3C2=O)cc1 (configuration not stated),-8,37*,5,.,12,.,18,1,.
CSc1nc(N)nc2c1ncn2CC(=O)N1CCN(c2ccccn2)CC1,-6,9,8,.,9,.,18,-1,.
CC1CCCCN1c1ncnc2ccccc12 (configuration not stated),-1,0,5,0,0,0,6,3,-2
CCCS(=O)(=O)c1ccc(COC(=O)c2ccc(NC(C)=O)cc2)cc1,-4,30*,-4,2,9,2,6,-2,-1
C=CCOc1ccc(/C(CC)=N/O)cc1OC,0,0,6,-5,7,-3,0,-1,0
Cc1ccc(C(=O)N(Nc2nc3ccccc3s2)C(=O)c2ccc(C)cc2)cc1,1,-9,2,-1,1,-6,10,6,2
O=C1CC(N2CCN(c3ccccn3)CC2)C(=O)N1c1ccc(F)cc1 (configuration not stated),-6,.,.,-4,.,8,0,-3,-2
CC12CCC(C(=O)Nc3cc(Cl)ccc3Cl)(C/C1=N\O)C2(C)C (configuration not stated),0,-5,3,-4,7,4,-2,5,0
CCn1c(SCC(=O)Nc2cccc(NC(=O)c3cccs3)c2)nnc1-c1ccncc1,-10,3,1,-9,1,-11,7,-2,-3
O=C(CS(=O)(=O)c1ccccc1)Nc1ccc(N2CCOCC2)cc1,-5,-4,-4,5,12,11,5,-4,4
Cc1nn(-c2cccc(Cl)c2)c(Cl)c1/C=N/NC(=O)c1cccnc1,-4,2,2,4,0,-1,-1,6,-2
Cc1cc(C)c(C#N)c(Cl)n1,-1,3,3,-1,3,4,5,-4,-1
CC(C)(C)Nc1nc(Oc2ccc(=O)n(-c3ccccc3)n2)nc(N2CCOCC2)n1,-3,-1,-2,2,3,-8,8,-1,1
CN(CC(=O)O/N=C(\N)c1ccc([N+](=O)[O-])cc1)S(=O)(=O)c1ccccc1,0,-7,3,29*,7,1,-31,5,-1
Cc1c(NC(=O)COc2cccc(F)c2)c(=O)n(-c2ccccc2)n1C,-3,8,-3,4,4,.,0,-2,1
O=S(=O)(NCC(c1ccco1)N1CCCCC1)c1ccccc1C(F)(F)F (configuration not stated),-8,11,4,2,5,.,4,-4,-2
CCCC1(C(=O)OC)NC(c2ccc(OC)c(OC)c2)C2C(=O)N(c3ccc4c(c3)OCO4)C(=O)C21 (configuration not stated),-3,5,1,-2,-5,-2,11,-2,-3
COc1ccccc1NC(=O)CCC(=O)N1CC(C)Oc2ccc(C)cc21 (configuration not stated),2,0,5,5,2,0,-5,3,4

# Entries above that have a thiophene ring, fused or not (eight):
SMILES,PAD4 FP inh,PAFAH2 inh,PAFAH1B2 inh,LYPLA2 inh,PAFAH1B3 FP inh,GSTO1 counter,PREPL inh,pPAFAH FP inh,LYPLA1 inh
Cc1cc(/C=N/NC(=O)c2cccs2)c(C)n1-c1ccccc1,-5,-3,9,-8,-4,-8,2,5,-5
CCN(CC)CCN(C(=O)Cn1nnc(-c2ccc(C)o2)n1)C(C(=O)NC(C)(C)C)c1cccs1 (configuration not stated),0,-2,5,-2,2,1,20,-1,0
Cc1cc(C(=O)COC(=O)c2csc3c2CCCC3)c(C)n1C,2,-2,-3,-7,-2,-2,1,-4,0
CC1CCN(CC(=O)Nc2sc3c(c2C#N)CCC3)CC1,-3,0,6,2,18,8,13,-1,-2
CC(C)CNC(=O)C(=O)NCCC1CCCCN1S(=O)(=O)c1cccs1 (configuration not stated),1,7,6,1,3,9,4,0,-3
Fc1ccc(Nc2ncnc3sc4c(c23)CCC4)cc1F,3,4,8,-5,8,0,4,10,-2
O=C(Cc1cccs1)Nc1ccccc1C(=O)O,-2,-4,2,4,-4,2,23,-4,2
CCn1c(SCC(=O)Nc2cccc(NC(=O)c3cccs3)c2)nnc1-c1ccncc1,-10,3,1,-9,1,-11,7,-2,-3

# This is a subset (hit frequency here may not be typical).
